bIAP act: bovine intestinal alkaline phosphatase activators, primary screen, biochemical, bovine IAP, CDP-star luminescence. alkaline phosphatase, intestinal [Bos taurus]. purified bovine IAP, 30 min; stronger effect = higher value; fold of DMSO-control signal, blank-subtracted. activation factor at 20 µM. actives 0.17% (n = 200,000). AID 1016, 2008;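 active = activation factor of 2 or more at 20 µM, a signal rise over negative controls twice the positive control's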
TNAP inh no acc: human TNAP enzyme inhibitors, primary screen, biochemical, luminescent, no phosphate acceptor, uHTS | Alkaline phosphatase, tissue-nonspecific isozyme (Homo sapiens), P05186 | purified TNAP, CDP-star luminescence, 30 min | inhibition, % at 20 µM | actives 0.26% (n = 200,000);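 active = tissue-nonspecific alkaline phosphatase inhibition above about 50% at 20 µM in the single-dose screen, limit read from the data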;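 note: 0% = DMSO negative control and 100% = EDTA positive control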
Target sequence (P05186 whole entry, looked up): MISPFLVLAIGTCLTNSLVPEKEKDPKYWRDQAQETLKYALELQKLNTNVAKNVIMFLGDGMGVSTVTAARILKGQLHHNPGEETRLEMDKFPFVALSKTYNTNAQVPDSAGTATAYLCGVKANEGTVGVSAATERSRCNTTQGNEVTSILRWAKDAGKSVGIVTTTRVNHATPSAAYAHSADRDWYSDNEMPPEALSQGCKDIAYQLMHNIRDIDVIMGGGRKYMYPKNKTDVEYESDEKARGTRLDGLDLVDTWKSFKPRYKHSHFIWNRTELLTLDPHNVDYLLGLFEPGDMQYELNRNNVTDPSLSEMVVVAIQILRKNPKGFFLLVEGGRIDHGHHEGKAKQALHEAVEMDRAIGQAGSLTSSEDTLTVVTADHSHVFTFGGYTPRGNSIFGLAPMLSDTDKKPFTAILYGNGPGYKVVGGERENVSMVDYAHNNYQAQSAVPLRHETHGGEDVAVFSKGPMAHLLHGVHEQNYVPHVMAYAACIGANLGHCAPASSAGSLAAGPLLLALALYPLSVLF
Diaph act CS: compounds boosting diaphorase resazurin reduction – biochemical, uHTS, resorufin fluorescence, counter-screen for diaphorase-coupled primary assays, primary screen | actives 0.005% (n = 190,000) | AID 1229, 2008 | activation factor at 20 µM | Diaphorase/resazurin coupled assay, 16 min; stronger effect = higher value; 1 = vehicle wells, 0 = NADH-free wells;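 active = diaphorase activity raised at least twofold by the compound at 20 µM; inactive = activation factor below 2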
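Test system: Clostridium kluyveri diaphorase, purified enzyme. Buffer or medium: 50 mM HEPES pH 7.4 buffer plus MgCl2 and Tween 20. Also added: 0.114 mM NADH and 0.1 mM resazurin, final amounts. Dosing: compound 20 µM once, DMSO 1%. Schedule: 16 min enzyme reaction, ambient temperature. Detection: fluorescence of resorufin, 544 nm excitation, 590 nm emission.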
TNAP inh hi DEA: human TNAP enzyme inhibitors, primary screen, biochemical, luminescent, high phosphate acceptor level, uHTS; Alkaline phosphatase, tissue-nonspecific isozyme (Homo sapiens), P05186; purified TNAP, CDP-star luminescence, 1 M DEA; inhibition, % at 20 µM; actives 0.03% (n = 200,000);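 active = over 50% inhibition of tissue-nonspecific alkaline phosphatase at 20 µM in the single-dose screen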;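 note: plate controls were DMSO wells for no effect and EDTA-quenched wells as full inhibition for full effect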
PMI act satM6P: human PMI activators, high substrate, primary screen, biochemical, fluorescence intensity, near-saturating mannose 6-phosphate; Mannose-6-phosphate isomerase (Homo sapiens), P34949; coupled PMI enzyme assay, resazurin fluorescence, 20 min; stronger effect = higher value; 1 = untreated enzyme, 0 = substrate-free blank; activation factor at 20 µM; actives 0.34% (n = 190,000); AID 1216, 2008;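 active = activation factor of 2 or more at 20 µM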
Target sequence (P34949 whole entry, looked up): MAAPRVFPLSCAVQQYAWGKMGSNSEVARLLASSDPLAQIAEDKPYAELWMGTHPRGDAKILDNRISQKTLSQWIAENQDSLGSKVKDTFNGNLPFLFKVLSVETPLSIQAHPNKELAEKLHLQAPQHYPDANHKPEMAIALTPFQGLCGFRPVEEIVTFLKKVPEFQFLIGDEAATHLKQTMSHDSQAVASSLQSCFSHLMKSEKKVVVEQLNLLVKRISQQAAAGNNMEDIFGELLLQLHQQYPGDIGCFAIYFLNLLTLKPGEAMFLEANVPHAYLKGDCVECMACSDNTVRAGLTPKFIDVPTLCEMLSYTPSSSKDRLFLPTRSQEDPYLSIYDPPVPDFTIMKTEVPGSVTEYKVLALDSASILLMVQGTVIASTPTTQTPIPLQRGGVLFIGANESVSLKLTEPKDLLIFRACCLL
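Test system: Human PMI in coupled enzyme assay | Input: 15 ng/mL PMI | Medium: HEPES-buffered pH 7.4 with magnesium and detergent | Compound: One concentration, 20 µM, in 1% DMSO | Incubation: Enzyme reaction with compound 20 min at room temperature | Detection: Diaphorase-driven resazurin-to-resorufin fluorescence, excitation 544, emission 590 nm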
PMI activator: activators of human PMI, primary screen, biochemical, fluorescence intensity, near-Km mannose 6-phosphate; Mannose-6-phosphate isomerase (Homo sapiens), P34949; actives 0.005% (n = 190,000); purified human PMI, coupled resazurin fluorescence, 20 min; stronger effect = higher value; 1 = vehicle control, 0 substrate-free wells; activation factor at 20 µM; AID 1214, 2008;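 active = activation factor of 2 or more at 20 µM, relative to plate controls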
bIAP inhibitor: bovine intestinal alkaline phosphatase inhibitors, primary screen, selectivity assay for TNAP inhibitor project, biochemical, bovine IAP, CDP-star luminescence; alkaline phosphatase, intestinal [Bos taurus]; purified bovine IAP, 30 min; inhibition, % at 20 µM; 190,000 tested, under 10 active; AID 1019, 2008;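 active = over 50% inhibition of intestinal alkaline phosphatase at 20 µM in the single-dose screen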
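Assay system: bovine IAP enzyme; medium: DEA buffer 100 mM, pH 9.8, with MgCl2 1.0 mM, ZnCl2 0.02 mM; doses: 20 µM single dose; incubation: enzyme reaction for 30 min at room temperature; detection: CDP-star luminescence signal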
L major viab: Leishmania major promastigote growth inhibition, primary screen; Leishmania major promastigotes, resazurin fluorescence viability; inhibition, % at 10 µM; actives 9% (n = 200,000); AID 1063, 2008; in the data active = inhibition above about 50%;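 note: promastigotes grown with compound for 44 hours at 28 °C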
Diaphorase inh: diaphorase inhibitors and chemical oxidizers, primary screen, counter-screen for diaphorase-coupled primary assays, biochemical, uHTS, resorufin fluorescence; diaphorase resazurin-to-resorufin fluorescence, NADH, 16 min; bacterial (C. kluyveri) enzyme, not human; actives 0.69% (n = 190,000); inhibition, % at 20 µM;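 active = primary screen inhibition at 20 µM above a set limit, cut at about 50% in these data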;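 note: plate controls were DMSO with full reaction for no effect and wells lacking NADH for full effect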
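System: Bacterial diaphorase enzyme (C. kluyveri) | Incubation: 16-min room-temperature incubation before reading | Benchmarks: No-NADH positive control and DMSO neutral control | Measured by: Resorufin fluorescence 544/590 nm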
TNAP act hi DEA: TNAP activators at high phosphate acceptor level, primary screen, biochemical, luminescence, uHTS | purified TNAP, CDP-star luminescence, 1 M DEA, 30 min; stronger effect = higher value; 0 = EDTA background, 1 = DMSO-only activity | 200,000 tested, under 10 active | AID 1136, 2008 | activation factor at 20 µM;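 active = activation factor at least 2 at 20 µM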
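Control set: EDTA negative control, DMSO positive control / Assay system: human TNAP / Quantity: TNAP 1/800 final / Evaluation: TNAP activation factor scaled between EDTA and DMSO control wells / Measured by: luminescent substrate turnover signal / Compound dosing: one dose, 20 µM / Times: 30 min enzyme reaction at room temperature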
* marks the source's active call; other numbers are inactive results; · = not tested or not shown.

SMILES | bIAP act | TNAP inh no acc | Diaph act CS | TNAP inh hi DEA | PMI act satM6P | PMI activator | bIAP inhibitor | L major viab | Diaphorase inh | TNAP act hi DEA
COC(=O)c1c(NC(=O)CN2C(=O)c3ccccc3C2=O)sc(Cc2ccc3c(c2)OCO3)c1C | 1.1 | 1 | 0.9 | -1 | 1 | 1.1 | -15 | -6 | 6 | 1
COc1cc(-c2nnc3sc(-c4ccco4)nn23)cc(OC)c1OC | 0.9 | -11 | 0.9 | -3 | 1 | 0.9 | 7 | 11 | 11 | 1
CCOC(=O)c1c(NC(=O)C(Sc2ccccc2)c2ccccc2)sc(C(N)=O)c1C (configuration not stated) | 1 | -14 | 0.6 | -2 | 0.8 | 0.8 | -2 | 0 | 36 | 1
Nc1ccc[n+](Cc2ccccn2)c1 | 0.9 | -10 | 0.8 | -2 | 0.9 | 0.9 | 8 | -8 | 18 | 1
O=C(NCCCCCNC(=O)c1cccnc1)c1cccnc1 | 1 | -1 | 0.9 | 2 | 0.8 | 0.8 | 4 | -4 | 11 | 1
Cc1cc(Cl)nc(Cl)c1C(=O)N1CCOCC1 | 0.9 | -15 | 1 | -6 | 1 | 1 | 7 | -5 | 2 | 1.1
Cc1ccc(S(=O)(=O)Nc2c(C)ccc3nsnc23)cc1 | 0.8 | -7 | 0.8 | 0 | 0.8 | 1 | 16 | -1 | 17 | 1
CCOC(=O)CSc1nnc(CNC(=O)c2ccco2)n1-c1ccc(F)cc1 | 0.9 | -9 | 0.8 | -3 | 0.9 | 0.9 | 6 | -6 | 18 | 1
COCCSc1ccccc1C(=O)Nc1ccc2c(c1)OCO2 | 1.1 | -8 | 1.2 | -5 | 1 | 1.1 | -9 | -5 | -15 | 1.1
O=C(c1ccco1)N1CCN(C(=O)C2CC2)CC1 | 0.9 | -4 | 0.9 | -1 | 0.9 | 1 | 10 | -4 | 7 | 1
CCOC(=O)C1(Cc2ccccc2)CCN(Cc2cccc3c2OCO3)CC1 | 1 | -6 | 0.8 | -6 | 0.8 | 0.8 | 2 | 66* | 21 | 1.1
O=C(Nc1cccn2ncnc12)C(F)(F)F | 1 | -3 | 1 | -1 | 1 | 1.3 | 0 | -7 | 0 | 1
COc1ccc(CNC(=O)COC(=O)CCCOc2ccc(Cl)cc2Cl)cc1OC | 0.9 | 0 | 0.9 | -1 | 1 | 0.9 | 8 | 38 | 13 | 1
O=C(Nc1nc2ccccc2s1)C1CC(=O)N(c2ccc(F)cc2)C1 (configuration not stated) | 1 | 1 | 0.9 | -2 | 1 | 1 | 3 | -4 | 11 | 1
COc1ccc(C(=O)Nc2ccccc2C(=O)N2CCCCC2C)cc1 (configuration not stated) | 0.9 | -7 | 1.1 | -4 | 1.1 | 1 | 10 | 9 | -8 | 1
O=C(Nc1cc(C(F)(F)F)ccc1N1CCOCC1)c1c(F)c(F)c(F)c(F)c1F | 0.9 | -9 | 1 | -2 | 1 | 1 | 11 | -4 | 2 | 1
CC(C)(C)c1n[nH]c2c1CCCC2 | 0.9 | 0 | 0.9 | -2 | 1.2 | 1.1 | 9 | -6 | 6 | 1
Cc1ccc(S(=O)(=O)NC(CC(=O)N2CCOCC2)c2ccco2)cc1 (configuration not stated) | 1.1 | -18 | 0.9 | 1 | 1.2 | 1 | -6 | -6 | 7 | 1
O=C(Nc1cccnc1)c1cccc(S(=O)(=O)N2CCCC2)c1 | 1 | -6 | · | 3 | · | · | -4 | -6 | · | 1
CCOCCn1cnc2sc(C(=O)NCC(=O)OCC)c(C)c2c1=O | 1 | -4 | 0.9 | 0 | 0.9 | 0.9 | 4 | -6 | 10 | 1
CCOC(=O)c1c(NC(=O)C2(C)Cc3ccccc3C(=O)O2)sc2c1CCCC2 (configuration not stated) | 1.1 | -2 | 0.9 | -1 | 0.9 | 0.8 | -11 | 8 | 10 | 1
c1ccc2c(c1)CC1(CCCCC1)n1nnnc1-2 | 1.1 | -2 | 0.9 | 6 | 0.9 | 0.9 | -14 | 9 | 14 | 0.9
COc1ccc(OCCN2C(=O)NC3(CCc4ccccc4C3)C2=O)cc1 (configuration not stated) | 0.9 | -16 | 1 | 1 | 1 | 0.8 | 11 | -5 | 4 | 1
Cc1nnc(-c2cccc(C(F)(F)F)c2)nc1N1CCOCC1 | 1 | -3 | 1 | -1 | 1.2 | 1.2 | -2 | -2 | 0 | 1
NC1=NC(=O)/C(=C\c2cc([N+](=O)[O-])ccc2Cl)S1 | 1 | -14 | 0.9 | -2 | 0.9 | 0.9 | -3 | 19 | 14 | 1
N#C/C(C(=O)N1CCCC1)=C1/N=C(N)c2ccccc21 | 0.9 | -3 | 1 | 0 | 1.1 | 1.1 | 6 | -3 | -3 | 1
COc1cccc(N2C(=O)CC(NNC(=O)c3cccs3)C2=O)c1 (configuration not stated) | 0.5 | -17 | 1 | -4 | 1.1 | 1.1 | · | 63* | 5 | 1
Cc1ccc(N(CC(=O)NC2CCCCC2)C(=O)Cn2nnc(-c3ccc(C)o3)n2)cc1 | 1 | -7 | 0.8 | -4 | 1 | 0.9 | 3 | 7 | 16 | 1
C[N+]1(CCCCCCC(=O)/C=N/O)CCCCCC1 | 0.9 | -10 | 1 | -3 | 0.8 | 0.8 | 6 | -4 | -3 | 1
Cc1cccnc1NC(=S)Nc1ccc(Cl)c(Cl)c1 | 1.1 | 12 | · | -2 | · | · | -14 | -6 | · | 1
O=C(O)c1cccnc1SCc1cn2cc(Br)ccc2n1 | 1 | -10 | 1 | -4 | 1.1 | 1.1 | 0 | -16 | 2 | 1
CCOc1cc(C2C(C#N)=C(N)Oc3n[nH]c(-c4ccccc4)c32)ccc1O (configuration not stated) | 0.4 | 44 | 0.8 | 41 | 0.8 | 0.8 | · | 17 | 23 | 0.6
O=C1NCCN(Cc2ccc(Cl)c(F)c2)C1CC(=O)N1CCc2ccccc2C1 (configuration not stated) | 0.9 | -4 | 0.8 | -5 | 0.8 | 1.1 | 5 | -3 | 22 | 1
CCCCOC(=O)NC1(C)CCS(=O)(=O)C1 (configuration not stated) | 1.1 | -7 | 0.8 | -6 | 0.9 | 0.9 | -13 | 11 | 21 | 1.1
c1ccc(N2CCN(Cc3ccsc3)CC2)nc1 | 0.9 | -11 | 0.9 | -11 | 1.1 | 1 | 8 | -7 | 12 | 1.1
CCOC(=O)C1CCN(C(=O)Cc2cccc3ccccc23)CC1 | 0.9 | -9 | 0.8 | -3 | 0.9 | 0.9 | 8 | 3 | 15 | 1
COc1ccc(OCCSc2nnc(-c3ccccc3)n2N)cc1 | 0.9 | -6 | 0.9 | -1 | 0.9 | 1 | 15 | -1 | 12 | 1
Cc1onc(-c2ccccc2)c1C(=O)NC(=S)Nc1sc2c(c1C#N)CCCC2 | 0.8 | -11 | 0.7 | 4 | 0.9 | 0.8 | 17 | -6 | 27 | 1
COc1cccc(NC(=O)c2oc3ccc(S(=O)(=O)N4CCOCC4)cc3c2C)c1 | 1 | 12 | 0.7 | -4 | 0.8 | 1.1 | 1 | 30 | 27 | 1
CC(=O)Nc1ccc(NC(=O)Nc2ccc(C)c(C)c2)cc1 | 1.1 | -1 | 0.9 | -1 | 0.9 | 0.9 | -5 | -6 | 8 | 1
CC(C)(Oc1ccc(Cl)cc1)C(=O)NCc1ccncc1 | 1 | -4 | 0.9 | 3 | 0.9 | 0.9 | 5 | -2 | 10 | 1
Cc1cccc2cc(CN(C(=O)c3cccs3)c3ccccc3)c(=O)[nH]c12 | 0.9 | -9 | 0.9 | -3 | 1 | 1 | 8 | -3 | 6 | 1
COC(=O)c1ccc(NC(=S)NN2CCOCC2)cc1 | 1.1 | 1 | 1.1 | 4 | 1.1 | 1 | -13 | -10 | -7 | 1
Cc1ccc(NC(=S)N(CCN(C)C)C(C)c2cccnc2)cc1 (configuration not stated) | 0.9 | -5 | 0.9 | -1 | 0.9 | 1 | 14 | 27 | 13 | 1
COc1ccc(-c2nc(CCNC(=O)c3ccc(Br)o3)cs2)cc1 | 1 | -8 | 0.7 | -4 | 0.8 | 0.8 | -5 | -2 | 28 | 1
CCN(CC)S(=O)(=O)c1ccc(/C=C/C(=O)OCC(=O)c2c(N)n(C)c(=O)n(C)c2=O)cc1 | 1.1 | -7 | 0.9 | -2 | 1 | 1 | -6 | 4 | 11 | 1
Cc1ccc(C)c(Cn2c(=O)n(CCC(=O)NCc3ccco3)c(=O)c3sccc32)c1 | 1 | -4 | 0.9 | -1 | 0.9 | 0.9 | -5 | 0 | 9 | 1
CC1(C)CC(=O)CC2(C1)NCC(c1ccccc1Cl)c1c2[nH]c2ccccc12 (configuration not stated) | 1.1 | -2 | 0.8 | -3 | 1 | 1 | -13 | 53* | 20 | 1

Shown as comma-separated lines: three of the compounds above
SMILES,bIAP act,TNAP inh no acc,Diaph act CS,TNAP inh hi DEA,PMI act satM6P,PMI activator,bIAP inhibitor,L major viab,Diaphorase inh,TNAP act hi DEA
CC(C)(Oc1ccc(Cl)cc1)C(=O)NCc1ccncc1,1,-4,0.9,3,0.9,0.9,5,-2,10,1
Cc1cccc2cc(CN(C(=O)c3cccs3)c3ccccc3)c(=O)[nH]c12,0.9,-9,0.9,-3,1,1,8,-3,6,1
COC(=O)c1ccc(NC(=S)NN2CCOCC2)cc1,1.1,1,1.1,4,1.1,1,-13,-10,-7,1
